Assay outcomes deposited in PubChem by several laboratories.
FAS TE block: inhibitors of human fatty acid synthase thioesterase domain; inhibition, % at 15 µM; P49327; 360,000 tested, 0.67% active; recombinant FAS-TE, OMFH fluorogenic substrate, fluorescence endpoint; AID 602261;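 active = compounds whose normalised, plate-corrected inhibition of enzyme fluorescence in the single-dose primary screen is 50% or more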;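 also: 0% = DMSO with enzyme and 100% = substrate without enzyme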
Neddylation inh: inhibitors of human cullin neddylation. 360,000 tested, 0.58% active. calls only at 25 µM. P61081+Q13564. TR-FRET cullin neddylation, biochemical; in the data active = inhibition above about 36%
E coli Lon inh: inhibitors of E. coli Lon protease | P0A9M0 | purified E. coli Lon protease, fluorescence polarization | inhibition, % at 7.94 µM | 360,000 tested, 0.42% active | AID 602123; in the data active = inhibition above about 13%, passing the limit was not always enough;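 also: 0% = enzyme with probe and DMSO and 100% = no enzyme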
Target sequence (P0A9M0 whole entry, looked up): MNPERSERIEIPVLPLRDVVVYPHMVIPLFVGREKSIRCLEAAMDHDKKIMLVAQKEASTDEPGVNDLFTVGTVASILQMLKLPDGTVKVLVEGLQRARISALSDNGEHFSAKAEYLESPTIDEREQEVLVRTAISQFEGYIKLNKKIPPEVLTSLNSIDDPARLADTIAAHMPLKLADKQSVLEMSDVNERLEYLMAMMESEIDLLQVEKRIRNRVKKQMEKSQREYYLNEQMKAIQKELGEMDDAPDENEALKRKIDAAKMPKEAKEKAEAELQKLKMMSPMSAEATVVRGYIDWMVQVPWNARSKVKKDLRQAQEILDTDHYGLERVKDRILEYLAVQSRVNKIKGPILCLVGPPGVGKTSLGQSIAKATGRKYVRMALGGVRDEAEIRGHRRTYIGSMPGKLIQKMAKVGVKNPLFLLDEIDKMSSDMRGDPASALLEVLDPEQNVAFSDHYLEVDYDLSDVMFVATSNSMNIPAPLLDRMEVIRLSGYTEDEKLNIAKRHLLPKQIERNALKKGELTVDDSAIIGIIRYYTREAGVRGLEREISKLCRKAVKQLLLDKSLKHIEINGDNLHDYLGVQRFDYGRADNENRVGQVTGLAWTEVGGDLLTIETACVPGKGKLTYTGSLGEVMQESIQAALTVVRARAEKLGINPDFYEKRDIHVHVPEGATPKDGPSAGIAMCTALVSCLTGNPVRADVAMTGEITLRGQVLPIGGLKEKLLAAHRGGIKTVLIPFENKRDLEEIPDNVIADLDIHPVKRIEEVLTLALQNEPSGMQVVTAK
bovine MsrA act: bovine methionine sulfoxide reductase A activation. AID 602163. activation, % at 10.6 µM. purified bovine MsrA, absorbance read-out. 360,000 tested, 0.3% active; in the data active = activation above about 7.5%;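 also: 0% = vehicle and 100% = reference activator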
MT1-MMP act inh: MT1-MMP (human) activation inhibition | P50281 | HT1080 RFP-PRO-GFP cells, GFP/RFP ratio fluorescence, overnight; percent of plate control window, DMSO zero | GFP/RFP ratio change, % at 20 µM | 360,000 tested, 0.061% active | AID 651647;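 active = GFP/RFP ratio change of at least 30% with cell ATP level not reduced by more than half and red fluorescence within 50% of control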; also: strong numbers were not always called active
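Assay system: HT1080 RFP-PRO-GFP cells. Benchmarks: DMSO vehicle wells and RFP-L50D-GFP reporter cell wells. Times: overnight cell settling, then overnight compound exposure, 37 °C, 5% CO2. Compound: 20 µM single dose, 1% DMSO. Read-out basis: GFP/RFP fluorescence ratio.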
CendR NRP1 mod: modulators of CendR peptide binding to human neuropilin-1. AID 602438. 360,000 tested, 0.85% active. O14786. inhibition, % at 25 µM. FAM-RPARPAR peptide binding to NRP-1, fluorescence polarization;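 active = inhibition or corrected inhibition above about 18%, plus a signal ratio from 0.5 to 1.5, limit read from the data, passing the limit was not always enough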; also: strong numbers were not always called active
MsrA inhibitor: bovine MsrA inhibition; AID 651718; inhibition, % at 15.5 µM; purified bovine MsrA, absorbance read-out; 360,000 tested, 0.75% active; in the data active = inhibition above about 4.5%;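 also: 0% = vehicle wells with enzyme and 100% = reference inhibitor wells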
Rin1 Abl inh: human Rin1-Abl interaction inhibition | P00519+Q13671 | TR-FRET Rin1/Abl binding, biochemical | inhibition, % at 7.35 µM | 360,000 tested, 0.4% active; in the data active = inhibition above about 5%, passing the limit was not always enough
SKN-1 inh: blocks SKN-1 activity in C. elegans | 360,000 tested, 0.49% active | inhibition, % at 21.8 µM | C. elegans VP596 Pgst-4::GFP/RFP ratio, acrylamide-induced, 24 h;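 active = interference check ratio from 0.5 to 1.5 plus GFP to RFP signal ratio inhibition reaching or exceeding a fixed threshold, cut at about 30% in these data, passing the limit was not always enough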; also: some compounds called inactive have numbers as strong as hits
Numbers without * were called inactive; i = inactive; . = no result given. The order is random. About 4.2% of those tested had a hit in this group.

Order of values: bovine MsrA act	Neddylation inh	CendR NRP1 mod	E coli Lon inh	SKN-1 inh	MT1-MMP act inh	FAS TE block	Rin1 Abl inh	MsrA inhibitor
- CCN(CC(=O)NCc1ccc(Cl)cc1)C(=O)/C=C/c1ccco1
    -3.4	i	-13.8	-2.2	-12.9	-3.1	7.7	3.1	-0.2
- Cc1nc(Sc2ccc(Cl)cc2)c(C#N)c(C)c1[N+](=O)[O-]
    -2.1	i	5.8	6.7	6.9	-10.0	63.6*	0.7	0.6
- c1ccc2c(c1)nnn2Cc1nnc2sc(-c3ccncc3)nn12
    -4.6	i	-13.0	3.0	19.5	-7.5	4.1	-4.0	-0.5
- Cc1ccc(NC(=O)COC(=O)c2nn(-c3ccc(Cl)cc3)cc2O)cc1
    2.1	.	11.3	-3.4	15.3	4.9	-10.7	1.3	0.1
- Cc1ccc(CNS(=O)(=O)c2ccc(C(F)(F)F)cc2)n1C
    -0.7	i	-10.7	-7.3	3.3	-2.7	2.3	-1.1	-0.6
- O=S(=O)(c1ccccc1)N1CCN(CCO)CC1
    -3.2	i	-4.2	-2.0	2.8	-0.1	-5.0	-1.4	-1.3
- CC#CCCCC(=O)Nc1cc(OC)nc(OC)n1
    -4.5	i	-5.9	-8.5	21.9	3.6	-6.0	-3.0	1.2
- O=C(Nc1ccccc1)c1ccsc1
    -2.8	i	-9.0	-7.8	20.3	2.3	-8.6	-1.1	-0.8
- Cc1sc(NC(=O)CSc2nnc(C)c(=O)[nH]2)c(C#N)c1C
    -6.4	i	1.3	-11.3	11.4	-3.4	-8.8	-0.7	0.9
- CSc1nc2ccc(NC(=O)CSc3nnc(N)s3)cc2s1
    -12.5	i	-0.2	3.5	-4.7	1.8	-11.3	3.7	0.1
- CC1=C/C(=C\c2ccc(Br)o2)C(=O)O1
    -8.5	i	-16.3	-3.2	-2.7	0.9	-12.0	1.9	-0.9
- CCC(C)(C)n1nnnc1C(c1cc(OC)ccc1OC)N1CCN(Cc2ccccc2)CC1 (configuration not stated)
    0.3	i	3.2	-3.9	-1.0	-2.3	9.3	-1.2	-1.2
- CC12CCC(C(=O)NCc3ccccc3Cl)(OC1=O)C2(C)C (configuration not stated)
    -0.1	i	0.4	-6.3	0.1	-0.6	-2.4	0.8	-0.4
- Cc1ccsc1/C=C(\C#N)C(=O)Nc1c(C)n(C)n(-c2ccccc2)c1=O
    -6.0	i	3.4	4.5	3.7	-2.8	-9.6	-1.0	3.3
- CCOC(=O)CCC(NC(=O)CCCC(=O)NC(CCC(=O)OCC)C(=O)OCC)C(=O)OCC (configuration not stated)
    -2.9	i	22.2*	-1.4	-3.4	-0.9	-11.5	2.5	0.1
- CCC(=O)NC(Nc1ccccn1)(C(=O)OC)C(F)(F)F (configuration not stated)
    -1.8	i	-4.3	6.2	-5.5	-1.1	-0.2	2.4	-0.3
- Cc1sc2ncn(CC(=O)N(C)C3CCCCC3)c(=O)c2c1C
    -1.4	i	4.3	-6.8	1.2	0.1	1.7	1.5	-0.9
- COC(=O)Cn1c2ccccc2c2nc3ccccc3nc21
    -4.0	i	17.4	-8.0	3.9	-0.8	0.7	-0.8	6.7*
- Cc1csc(NC(=O)CSc2nc(=O)cc(N)n2-c2ccc(F)cc2)n1
    -12.0	i	5.9	-9.0	-11.8	3.2	-4.4	1.9	0.3
- O=C(O)c1ccc(C(=O)C(=O)c2ccccc2)cc1
    -5.0	i	-2.7	0.8	-7.8	-1.2	-7.6	-0.8	0.8
- CCC1(C)Cc2c(C#N)c(N)n(-c3ccccc3)c(=O)c2CO1 (configuration not stated)
    -10.2	i	-4.4	-1.4	10.2	-4.3	-7.4	-2.0	1.5
- Cc1ccc(CN2CCC[C@]3(N[C@H](c4ccc(C)cc4)[C@@H]4C(=O)N(C)C(=O)[C@@H]43)C2=O)cc1
    -3.9	i	7.2	0.8	26.2	6.7	-9.6	2.0	1.2
- CCC1CCCCN1CCCNC(=O)c1csc2c1CCCCC2 (configuration not stated)
    0.2	i	2.3	-13.1	-2.7	3.2	-1.8	4.3	-1.1
- CCOc1cc(CNC(=O)CCCn2c(=O)c3cccn3c3cccnc32)cc(OCC)c1OCC
    -4.0	i	12.4	1.6	9.0	-2.6	2.7	4.3	0.2
- CCOC(=O)[C@]12CCCC=C1N(Cc1ccc(Cl)cc1Cl)C(=O)[C@H](CC(=O)N1CCC(c3ccccc3)CC1)C2
    3.5	i	6.5	4.1	13.6	-7.4	23.8	.	-1.1
- Cc1ccccc1NC(=S)N(CCCN1CCCCC1)Cc1ccco1
    -4.7	i	17.7	-1.2	-5.7	-0.9	-13.3	-5.2	-0.8
- O=C(O)CCC(=O)OC1CC2CCC1C2 (configuration not stated)
    0.4	i	-12.9	-4.5	12.3	1.7	-2.7	3.6	-0.2
- CCN(CC(=O)Nc1ccccc1C(F)(F)F)C(=O)c1ccc2c(=O)n3c(nc2c1)CCC3
    -2.6	i	4.9	-6.8	9.4	-2.7	-6.5	1.9	0.3
- CC(C)CCNC(=O)C1CCCN(S(=O)(=O)c2ccc(-n3cnnn3)cc2)C1 (configuration not stated)
    -13.3	i	7.4	10.5	3.1	5.6	-8.1	2.1	0.7
- CCOC(=O)CSc1nc2ccccc2n1CC(=O)NC(C)(C)C
    -1.5	i	0.2	5.5	3.3	2.8	-5.0	1.5	-1.5
- COc1ccc(C)cc1S(=O)(=O)N(CC(=O)N1CCOCC1)Cc1ccccc1
    0.8	i	5.4	-3.0	-9.3	1.6	-3.1	-2.0	0.4
- O=C(COC(=O)CCN1C(=O)c2ccccc2C1=O)Nc1ccc(S(=O)(=O)N2CCCC2)cc1
    -1.3	i	5.8	4.7	20.0	-0.9	-4.8	-2.9	1.2
- CN(C)C(CNC(=O)c1ccc2ccccc2n1)c1ccccc1 (configuration not stated)
    -3.2	i	0.3	11.8	-19.0	-1.0	-3.5	2.7	-0.2
- CCN(CC(=O)NC1CCS(=O)(=O)C1)S(=O)(=O)c1cc(Br)ccc1Br (configuration not stated)
    -1.2	i	-8.4	-5.8	-5.5	0.7	-2.9	2.0	0.2
- COc1ccc(/C=N/NC(=O)C(=O)N2CCCC2)cc1OC
    -3.1	i	-12.3	-5.5	3.4	3.5	-4.4	-0.2	2.0
- C[C@H](NC(=O)C1CCN(C(=O)[C@H](Cc2ccccc2)NC(=O)OC(C)(C)C)CC1)C(=O)O
    -1.4	i	-1.1	13.3	-18.4	-4.1	-7.2	0.1	1.0
- COc1ccc(-c2nnc(SCC(=O)N3CCCCC3)o2)cc1
    -2.1	i	-0.3	-17.4	-0.2	-1.2	-1.0	-3.1	0.1
- COc1cc([N+](=O)[O-])ccc1NC(=O)Nc1cccnc1
    0.0	i	15.0	6.9	7.9	3.7	5.1	-4.8	3.0
- COc1ccc(NC(=O)c2ccc(C#N)cc2)cc1NS(=O)(=O)c1ccc(F)cc1
    -5.3	i	-22.6	1.1	-4.3	0.0	-0.1	2.8	1.2
- CC(NC(=O)c1ccccc1Br)C1CC2CCC1C2 (configuration not stated)
    -1.5	i	13.4	-6.5	7.8	2.8	2.4	1.2	-0.6
- COc1ccc(C(=O)Oc2cc(C)c(CN3CCOCC3)cc2C)cc1OC
    -4.2	i	-0.9	-0.2	5.7	0.2	5.2	-5.1	-0.6
- COc1cc(C=Nc2c(C)cc(C)cc2C)ccc1OC(C)=O
    -5.0	i	-4.7	-7.0	8.1	0.1	-8.4	0.1	0.4
- COc1ccc(NS(=O)(=O)c2cccc(NC(=O)CCC(=O)c3ccc(Cl)cc3)c2)cc1
    -4.5	i	-10.7	-0.1	7.5	0.8	24.6	-3.8	0.1
- O=CNc1cc(-c2ccc(C(=O)NC3CC3)cc2)cn2c(-c3ccc(F)cc3)cnc12
    -1.2	i	-44.5	-63.3	-1.3	-7.9	26.0	0.6	0.1
- COc1ccc(N2C(=O)CN(Cc3cc(OC)c(OC)c(OC)c3)C2=S)cc1
    -0.7	i	-2.2	4.6	2.9	-5.2	2.2	-0.5	-0.7
- CCc1ccc(OCC(=O)Nc2nnc(-c3ccco3)s2)cc1
    -1.8	i	-24.4	-7.1	11.6	2.7	-5.2	0.5	0.7
- CC(C)NC(=O)C1(C)CSCC(=O)N1Cc1cccc(F)c1 (configuration not stated)
    .	i	-6.7	.	-0.1	1.6	.	.	0.2
- CC(C)n1c(/C=C/[C@H](O)C[C@H](O)CC(=O)O)c(-c2ccc(F)cc2)c2ccccc21
    -2.4	i	7.6	-7.7	0.3	0.2	5.7	1.2	.
- CC1(Cc2cccc(F)c2)C(=O)Nc2ccc(-c3cccnc3)cc21 (configuration not stated)
    5.5	i	-10.0	-8.1	14.1	-11.0	-0.1	3.3	0.5
- Cc1cccc(N2C(=O)CCC2=O)n1
    -5.3	i	-8.6	-1.2	-2.5	4.0	-7.1	-3.0	0.3
- Nc1c(C(=O)NCc2ccc3c(c2)OCO3)nnn1Cc1ccc(Br)cc1
    -1.9	i	-9.2	-1.3	2.3	3.9	-0.5	-0.6	-0.5
- Cn1c(=O)n(CC(N)=O)c(=O)c2c1nc1n2CCCN1Cc1ccccc1
    -0.3	i	2.7	7.3	7.5	-0.9	-2.8	1.9	-1.1
- CC(NC(=O)COC(=O)c1ccc(Cl)cc1O)c1ccc(F)cc1 (configuration not stated)
    -1.2	i	-1.8	-3.6	10.6	0.8	6.3	-1.4	-0.4
- Cc1cccc(-n2cc(CN3CCCN(C=O)CC3)c(-c3cccc(F)c3)n2)c1
    -1.1	i	-0.5	-2.5	15.0	-0.7	-0.7	0.3	-0.2
- COCCCNC(=S)NC(=O)c1ccc(C)cc1
    -1.6	i	-3.0	14.0	16.1	3.1	-9.5	1.9	1.0
- Cc1ccc(C(=O)N/N=C\c2cccn2C)cn1
    -11.3	i	-1.0	-0.3	-16.3	.	-14.8	0.6	7.8*
- CC1CCc2[nH]c3ccc(C(=O)N(C)CC(=O)Nc4ccccc4Cl)cc3c2C1 (configuration not stated)
    -3.0	i	16.2	-2.1	29.3	-0.9	6.4	0.5	-0.1
- CCN1CCN(c2c(Cl)cccc2NC(=O)c2cccs2)CC1
    -2.1	i	-14.3	-1.2	3.1	-0.9	-2.0	-1.1	-0.1
- COc1cccc(-n2nnnc2SCC(=O)Nc2ccc(OC)cc2OC)c1
    -2.3	i	5.5	2.2	5.8	0.9	0.6	-0.1	0.7
- Cc1cc([N+](=O)[O-])ccc1NC(=O)CSc1nccc(=O)[nH]1
    -2.4	i	-1.4	-1.9	2.9	7.5	-2.7	0.3	-1.2
- Cc1ccc(CNS(=O)(=O)c2ccc3c(c2)C(C)(C)C(=O)N3C)cc1
    -0.2	i	1.6	-6.3	-3.5	0.7	-2.0	-4.1	-0.8
- CN(c1ccccc1C(=O)Nc1ccc(S(=O)(=O)N2CCOCC2)cc1)S(=O)(=O)c1ccccc1
    -8.1	i	-0.4	-1.5	7.8	-1.5	-2.6	-2.9	0.7
- O=C(NNC(=S)NC(=O)c1ccccc1[N+](=O)[O-])c1ccccc1O
    -4.1	i	-5.2	5.3	8.0	7.5	-0.9	-1.6	3.8

Single records (already shown). Screens in order: bovine MsrA act	Neddylation inh	CendR NRP1 mod	E coli Lon inh	SKN-1 inh	MT1-MMP act inh	FAS TE block	Rin1 Abl inh	MsrA inhibitor
`O=C(NNC(=S)NC(=O)c1ccccc1[N+](=O)[O-])c1ccccc1O` is listed as -4.1	i	-5.2	5.3	8.0	7.5	-0.9	-1.6	3.8
`CC12CCC(C(=O)NCc3ccccc3Cl)(OC1=O)C2(C)C` (configuration not stated) is listed as -0.1	i	0.4	-6.3	0.1	-0.6	-2.4	0.8	-0.4
